mABHD4 FP: ABHD4 (mouse) inhibition, primary FP screen. 370,000 tested, 0.54% active. Q8VD66. purified mABHD4, FP-Rh probe fluorescence polarization. inhibition, % at 8.92 µM;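 active means inhibition exceeding the mean over every tested compound plus 3 SD, cut at about 30% in these data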;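 further: 0% = plate median of compound wells and 100% = S159A mutant with DMSO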
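System: mouse ABHD4 enzyme, wild type / Medium: HEPES pH 7.0, NaCl, Pluronic buffer / Reagent: FP-Rh activity-based fluorescent probe / Control set: S159A mutant high control, sample median low control / Detection: fluorescence polarization with parallel and perpendicular emission, 525/598 nm / Schedule: 45 min + 60 min at 25 °C / Compound dosing: 8.92 µM, single dose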
rCAG RNA binder: r(CAG) repeat RNA binding; TO-PRO-1 dye displacement fluorescence; inhibition, % at 3 µM; 370,000 tested, 1.3% active;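 active means inhibition above the plate cutoff, the mean of all test compounds on that plate plus 3 SD, cut at about 35% in these data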;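 further: 0% = DMSO alone and 100% = 100 µM mitoxantrone as full dye displacement; higher means more dye released from RNA so lower well fluorescence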
UHRF1 MBD2 ctr: blocks human UHRF1 binding to methylated DNA; UHRF1 binding to methylated oligo, TR-FRET; inhibition, % at 4.4 µM; 370,000 tested, 0.75% active; in the data active means inhibition above about 21%;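 further: UHRF1 SRA domain binding a hemimethylated CpG hairpin DNA probe; 0% = median of test compound wells and 100% = reference inhibitor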
SIAE primary: inhibitors of human sialic acid acetylesterase SIAE; SIAE FP-Rh probe binding, fluorescence polarization; 370,000 tested, 0.69% active; inhibition, % at 9.66 µM; Q9HAT2;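 active means inhibition above a cutoff: mean of compounds within the control limits plus 3 SD of those, cut at about 17% in these data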;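 further: 0% = plate median of compound wells and 100% = probe without SIAE protein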
TCR CD3 inh: inhibitors of human TCR-CD3 interaction; TAMRA-labeled TCR probe fluorescence, biochemical; inhibition, % at 9.4 µM; 360,000 tested, 0.37% active; AID 651800; in the data active means inhibition above about 19%;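 further: recombinant mutant TCR 2C K166C tagged with TAMRA read by polarization; 0% = receptor in buffer alone and 100% = receptor with positive control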
HTRA1 inhibitor: blocks human HTRA1 serine peptidase. recombinant HTRA1, FP-rhodamine activity-based probe, fluorescence polarization. inhibition, % at 5.96 µM. 340,000 tested, 0.5% active. AID 504803; in the data active means inhibition above about 36%;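 further: 0% = enzyme with DMSO and 100% = wells lacking enzyme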
PRMT1 inh: blocks human protein arginine methyltransferase 1 | inhibition, % at 2.79 µM | Q99873 | AID 652257 | 370,000 tested, 1.3% active | recombinant PRMT1, activity-based probe fluorescence polarization;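 active means inhibition above about 21% made by adding two undisclosed values, limit read from the data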
GC-B act: GC-B (human) receptor activation | P20594 | 370,000 tested, 0.11% active | activation, % at 10 µM | HEK293-GC-B cells, CNP EC30, cGMP TR-FRET; 0% at EC30 CNP, 100% saturating CNP | AID 1920062;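 active means activation at 10 µM reaching about 35% in either raw or pattern-adjusted values, limit read from the data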
Target sequence (P20594 whole entry, looked up): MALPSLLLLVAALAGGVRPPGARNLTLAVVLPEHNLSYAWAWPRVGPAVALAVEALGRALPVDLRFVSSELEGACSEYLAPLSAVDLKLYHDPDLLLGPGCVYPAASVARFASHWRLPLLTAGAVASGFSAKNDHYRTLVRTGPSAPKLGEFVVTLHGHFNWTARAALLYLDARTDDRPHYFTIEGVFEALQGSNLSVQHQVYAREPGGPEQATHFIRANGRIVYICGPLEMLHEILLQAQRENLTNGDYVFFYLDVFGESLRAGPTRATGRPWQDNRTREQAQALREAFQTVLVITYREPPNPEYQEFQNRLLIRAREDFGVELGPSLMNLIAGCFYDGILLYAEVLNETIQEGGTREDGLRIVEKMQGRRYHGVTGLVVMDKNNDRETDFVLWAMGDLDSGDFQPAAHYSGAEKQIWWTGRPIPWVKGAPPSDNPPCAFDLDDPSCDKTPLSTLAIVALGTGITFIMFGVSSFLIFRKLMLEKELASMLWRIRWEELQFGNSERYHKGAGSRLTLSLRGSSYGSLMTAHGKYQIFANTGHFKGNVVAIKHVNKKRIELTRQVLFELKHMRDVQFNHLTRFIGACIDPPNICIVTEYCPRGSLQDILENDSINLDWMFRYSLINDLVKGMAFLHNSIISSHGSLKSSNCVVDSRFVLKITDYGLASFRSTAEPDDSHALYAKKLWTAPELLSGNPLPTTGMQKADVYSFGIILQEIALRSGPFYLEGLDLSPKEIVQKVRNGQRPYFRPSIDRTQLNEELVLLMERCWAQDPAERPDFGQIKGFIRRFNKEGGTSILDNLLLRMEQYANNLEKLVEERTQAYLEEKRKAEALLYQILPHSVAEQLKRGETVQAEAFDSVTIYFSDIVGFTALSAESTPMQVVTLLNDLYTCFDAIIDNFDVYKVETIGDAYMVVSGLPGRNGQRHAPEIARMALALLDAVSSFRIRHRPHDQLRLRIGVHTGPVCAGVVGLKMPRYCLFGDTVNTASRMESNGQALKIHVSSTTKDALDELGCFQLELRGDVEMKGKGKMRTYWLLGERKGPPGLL
MBD2 inh: blocks human MBD2 binding to methylated DNA. TR-FRET, MBD2 binding to methylated oligonucleotide. inhibition, % at 4.4 µM. 370,000 tested, 0.31% active. Q9UBB5; in the data active means inhibition above about 13%
GC-A act: GC-A (human) enzyme activation | P16066 | AID 1671463 | HEK293 GC-A cells, cGMP TR-FRET, EC30 ANP; 0% at EC30 ANP, 100% saturating ANP | 370,000 tested, 0.14% active | activation, % at 10 µM; in the data active means activation above about 40%
Active calls of the source: *; · = not tested or not shown. The list is partial; the hit share may differ from the screen's.

The line under a structure holds: mABHD4 FP | rCAG RNA binder | UHRF1 MBD2 ctr | SIAE primary | TCR CD3 inh | HTRA1 inhibitor | PRMT1 inh | GC-B act | MBD2 inh | GC-A act
> Cc1ncc(CO)c2cc(S(=O)(=O)c3ccc(F)cc3)c(=O)oc12
    2 | 1 | -3 | -4 | 3 | 0 | 0 | -4 | 3 | 5
> CN1C(=O)NC(c2cccc([N+](=O)[O-])c2)C2=C1CCCC2=O (stereo unspecified)
    3 | 3 | 0 | -4 | 0 | -2 | -2 | 7 | 0 | 3
> N#Cc1ccc(CN2CCN(C(=O)C3CC(=O)N(c4ccccc4F)C3)CC2)cc1 (stereo unspecified)
    -1 | -1 | 0 | -6 | 0 | 1 | -2 | 1 | 0 | 1
> Cc1ccc(NC(=O)Cc2cccs2)cc1Cl
    -5 | 0 | 3 | 3 | -3 | -17 | 7 | 5 | 2 | 4
> CC1(C)CNC(=O)c2sc(N3CCCCC3)nc2C1
    0 | -2 | -1 | -1 | 4 | 9 | -2 | 2 | -3 | 6
> CCn1c(SCC(=O)NCC2CCCO2)nc2c([nH]c3ccccc32)c1=O (stereo unspecified)
    -2 | -4 | 0 | 6 | -3 | 2 | -2 | -6 | -1 | -9
> CC(=O)ON=C1C=CC(=C(C#N)c2ccccc2)C=C1
    4 | 3 | -5 | -29 | -2 | · | 24* | 0 | -1 | 6
> CCCCC1CCC(C(=O)NCC(c2ccco2)N2CCOCC2)CC1 (stereo unspecified)
    -5 | -11 | -1 | 7 | 0 | 1 | 1 | -2 | -4 | 5
> CCOC(=O)c1cc(-c2ccccc2C)nn1CC1CC(c2cccnc2)=NO1 (stereo unspecified)
    -2 | -1 | -3 | 0 | 4 | -6 | -2 | -2 | 3 | 2
> O=S(=O)(NCc1ccc(C(F)(F)F)cc1)c1ccc(-n2cnnn2)cc1
    -14 | 0 | 4 | -1 | -1 | 3 | 1 | 1 | 6 | 2
> CCOC(=O)c1ccc(NC(=O)NCc2c(C)nn(CC)c2C)cc1
    -7 | -3 | 1 | -4 | 9 | 2 | 0 | 4 | -4 | 3
> CCCCNC(=O)c1ccc(CS(=O)(=O)c2ccccc2OC)o1
    3 | -4 | 0 | 1 | -11 | -1 | 7 | 5 | 7 | 1
> COc1cc(C(=O)Nc2nc(OC)c(-c3ccccc3)c(OC)n2)cc(OC)c1OC
    2 | 11 | 8 | 2 | -4 | 4 | 2 | 12 | 1 | 11
> Cc1ccc(CNC(=O)CSc2nc(C)cc(C)c2C#N)cc1
    1 | -4 | -1 | 6 | 8 | 3 | 0 | 1 | 2 | 1
> CN(C)C(=S)Nc1ccc2ccccc2c1
    7 | 7 | 2 | 3 | 14 | -10 | 0 | 3 | -2 | 6

Ordered by the number under GC-A act (ascending): some entries from above.
smiles	mABHD4 FP	UHRF1 MBD2 ctr	SIAE primary	TCR CD3 inh	HTRA1 inhibitor	PRMT1 inh	GC-B act	MBD2 inh	GC-A act
CCn1c(SCC(=O)NCC2CCCO2)nc2c([nH]c3ccccc32)c1=O (stereo unspecified)	-2	0	6	-3	2	-2	-6	-1	-9
N#Cc1ccc(CN2CCN(C(=O)C3CC(=O)N(c4ccccc4F)C3)CC2)cc1 (stereo unspecified)	-1	0	-6	0	1	-2	1	0	1
CCCCC1CCC(C(=O)NCC(c2ccco2)N2CCOCC2)CC1 (stereo unspecified)	-5	-1	7	0	1	1	-2	-4	5

Next section
The line under a structure holds: mABHD4 FP | rCAG RNA binder | UHRF1 MBD2 ctr | SIAE primary | TCR CD3 inh | HTRA1 inhibitor | PRMT1 inh | GC-B act | MBD2 inh | GC-A act
> CN(C)CCCOc1nc2c(c(=O)n(C)c(=O)n2C)n1C
    -2 | 1 | -1 | 2 | 3 | 2 | -1 | 1 | 2 | 2
> COCC(=O)N1CCC(Oc2ccc(C(=O)NC3CCOC(C)(C)C3)cc2)CC1 (stereo unspecified)
    7 | -7 | -1 | 0 | 1 | 1 | 0 | 1 | 1 | 1
> Cn1cccc1C(=O)N1CCN(S(=O)(=O)c2ccc(F)cc2)CC1
    -1 | 5 | -2 | -2 | · | · | -2 | -5 | 2 | 0
> CCCc1cc(C(=O)N(C)CC(=O)Nc2ccc(OCC)c(OCC)c2)sc1C
    -4 | -9 | 3 | 5 | -8 | -3 | -1 | -6 | 4 | 0
> O=C(NNC(=S)Nc1ccc(Cl)c(Cl)c1)c1ccccn1
    12 | 26 | -13 | 4 | 4 | 33 | -5 | 1 | -3 | 0
> Clc1ccc(-c2csc3ncnc(NCCN4CCOCC4)c23)cc1
    2 | -7 | -2 | 1 | 7 | -2 | 0 | -4 | 1 | -3
> Cc1ccc(NC(=O)CCN2C(=O)c3cccc4cccc(c34)C2=O)cc1
    2 | 4 | 2 | -1 | 1 | -3 | 0 | -6 | -7 | -4
> CCCn1cc(S(=O)(=O)c2ccc(OC)cc2)c(=O)c2cc(OC)ccc21
    4 | -6 | -2 | -9 | 10 | -5 | 0 | -7 | 1 | 3
> CCOc1cc(/C=C/c2cccc[n+]2C)ccc1OCC(=O)Nc1ccc(C)cc1
    -2 | 4 | 2 | 5 | 1 | 4 | -4 | -1 | -4 | -2
> O=C(C1CC1c1ccccc1)N1CCN(c2cccc(Cl)c2)CC1 (stereo unspecified)
    -11 | -1 | 2 | -2 | -5 | -19 | -2 | 7 | -4 | 0
> Cc1ccccc1-c1nc(CS(=O)(=O)CC(=O)NCCCN2CCCC2)c(C)o1
    -1 | 5 | 3 | -4 | -6 | -3 | 2 | 8 | 5 | -7
> O=C(c1ccccc1)N1CCN(C2c3cccc4cccc(c34)C2NS(=O)(=O)c2ccccc2)CC1 (stereo unspecified)
    -8 | 1 | -2 | -5 | 6 | -55 | -3 | -1 | -2 | -2
> CC(C)CC(=O)Nc1ccc(OCC(=O)O)cc1
    -2 | -3 | -1 | 3 | 3 | 2 | -3 | 0 | -2 | 2
> COc1cccc(/C=C/C(=O)OCC(=O)Nc2cccc(S(=O)(=O)NC3=NCCCCC3)c2)c1
    1 | 4 | 0 | -10 | 1 | -13 | 5 | 8 | -2 | 0
> CC(C)(C)c1ccc(CC(=O)N2CCC2(C)C(=O)N2CCCCC2)cc1 (stereo unspecified)
    1 | -3 | 5 | -4 | -12 | · | 2 | -7 | 7 | 2

Some entries already given, limited to UHRF1 MBD2 ctr and MBD2 inh.
molecule	UHRF1 MBD2 ctr	MBD2 inh
O=C(C1CC1c1ccccc1)N1CCN(c2cccc(Cl)c2)CC1 (stereo unspecified)	2	-4
CCCc1cc(C(=O)N(C)CC(=O)Nc2ccc(OCC)c(OCC)c2)sc1C	3	4
COc1cccc(/C=C/C(=O)OCC(=O)Nc2cccc(S(=O)(=O)NC3=NCCCCC3)c2)c1	0	-2
O=C(c1ccccc1)N1CCN(C2c3cccc4cccc(c34)C2NS(=O)(=O)c2ccccc2)CC1 (stereo unspecified)	-2	-2

Next section
smiles,mABHD4 FP,rCAG RNA binder,UHRF1 MBD2 ctr,SIAE primary,TCR CD3 inh,HTRA1 inhibitor,PRMT1 inh,GC-B act,MBD2 inh,GC-A act
CCS(=O)(=O)c1nc(S(=O)(=O)c2ccc(C)cc2)c(N2CCC(C)CC2)s1,5,-4,13,-8,2,-8,2,2,0,1
CCOc1cc(/C=N/NC(=O)c2ccccc2-n2cccc2)ccc1O,1,4,3,5,6,10,-1,-1,2,-1
O=C(NCc1nnc(SCC(=O)N2CCCC2)o1)c1ccc(F)cc1,-4,0,1,12,8,-2,0,5,-2,5
CCOC(=O)Cn1cc(/C=C/[N+](=O)[O-])c2ccccc21,1,4,6,0,-4,6,2,-9,0,-3
O=C(CSC1=NS(=O)(=O)c2ccccc2N1)Nc1ccccc1F,-3,18,3,-1,-3,-6,5,1,3,0
C/C(=N\NC(=O)c1cc(O)cc(O)c1)c1ccc(NC(=O)Cc2ccccc2)cc1,28,20,46*,24*,41*,23,7,-5,12,1
O=C(NC1CCCCN(Cc2ccc(Cl)cc2)C1=O)C(c1ccccc1)c1ccccc1 (stereo unspecified),-4,9,1,-7,·,·,1,-2,6,-5
Nc1oc2ccccc2c1C(=O)Cc1ccccc1O[C@@H]1O[C@H](CO)[C@@H](O)[C@H](O)[C@H]1O,2,-1,1,-1,9,3,-2,2,-1,5
CC(=O)C1=C(O)C(=O)OC1c1ccc(C)cc1 (stereo unspecified),4,0,-4,9,1,-5,-4,0,0,0
CCN(CC)CCN1C(=O)C(O)=C(C(=O)c2cc3cccc(OC)c3o2)C1c1ccc(F)cc1 (stereo unspecified),3,1,-3,5,3,11,3,-3,0,15
O=C(NCCN1CCCCC1)Nc1ccc(F)cc1,-2,-2,3,-1,-3,4,0,0,1,-4
CCOC(=O)N1CCN(C(=O)CN(c2ccc(C)cc2)S(=O)(=O)c2c(C)noc2C)CC1,-1,-9,-3,-5,0,1,-2,1,3,-1
OCC[C@@H]1C[C@@H](O)[C@H](O)[C@@]2(Cc3ccccc3CCO2)O1,-1,-1,-1,-4,9,-2,0,-2,1,-3
CCN(CC(=O)N1CCN(Cc2ccccc2)CC1)S(=O)(=O)c1ccccc1,-1,-8,2,1,-3,3,0,-1,2,2
COc1cc(C)c(C(C)C)cc1S(=O)(=O)N1CCOCC1,5,-5,1,-3,-4,10,3,-2,2,0
COc1ccc(C(=O)NCCc2nnc3ccc(SCC(=O)NCc4ccccc4)nn23)cc1,10,-5,2,3,3,7,5,0,0,2
Cc1ccc(Cn2c(C(C)Nc3nc(-c4ccc(F)cc4)cs3)nc3cc(C(F)(F)F)ccc32)cc1 (stereo unspecified),-5,7,-2,0,-6,-19,0,1,2,-1
CCOC(=O)C1CCCN(C(=O)CCc2nnc(-c3ccc(C(C)=O)s3)o2)C1 (stereo unspecified),-3,-4,0,-2,-1,2,3,2,3,2
COc1ccc(OCc2nnc(SCC(=O)Nc3oc(C)c4c(C)n[nH]c(=O)c34)n2C)cc1,-1,0,1,0,-8,8,5,-3,4,1
CCOC(=O)c1nc(S(C)(=O)=O)ncc1N1CCOCC1,8,-3,1,-4,-8,6,2,1,-2,-1
O=C(CNC(=O)c1ccccc1)OCC(=O)c1cccs1,1,4,0,14,-3,5,1,2,-5,0

Screening data as filed in PubChem.
